# KCNK3 block – human KCNK3 channel inhibition, primary screen; O14649; CHO-KCNK3 thallium flux, FluxOR fluorescence; hits give low values; B-score at 10 µM; actives 0.84% (n = 340,000); AID 602410;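 active = B-score under library mean minus 4 SD, starting fluorescence ratio at most library mean plus 5 SD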;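 also: more negative B-score means stronger inhibition of thallium flux through KCNK3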
# Target sequence (O14649 whole entry, looked up): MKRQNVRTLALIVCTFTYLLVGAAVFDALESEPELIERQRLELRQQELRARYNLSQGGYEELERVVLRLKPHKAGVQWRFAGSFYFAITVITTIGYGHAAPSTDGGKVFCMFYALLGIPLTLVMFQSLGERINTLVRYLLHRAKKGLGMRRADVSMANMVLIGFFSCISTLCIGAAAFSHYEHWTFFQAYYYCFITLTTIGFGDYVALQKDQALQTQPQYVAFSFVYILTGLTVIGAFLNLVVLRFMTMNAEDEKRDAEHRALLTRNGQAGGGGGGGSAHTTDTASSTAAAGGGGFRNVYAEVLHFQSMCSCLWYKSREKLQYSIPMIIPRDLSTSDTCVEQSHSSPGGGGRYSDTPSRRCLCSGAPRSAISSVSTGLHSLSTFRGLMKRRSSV
# SKKanGAS inh – inhibitors of SKKanGAS S. pyogenes growth in kanamycin (SK-promoter or general growth effect). inhibition, % at 7.5 µM. BacTiter-Glo, 6 h. actives 1.3% (n = 300,000);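 active = mean replicate score, as percent of positive control median, at least 50; inconclusive = mean below 50 but one replicate at or above 50; inactive = mean and every replicate below 50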;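 also: strain carries kanamycin resistance gene driven by streptokinase promoter and grows in 40 µg/ml kanamycin; loss of luminescence reflects streptokinase promoter inhibition or plain growth inhibition; 0% = median of DMSO wells and 100% = positive control at its reference dose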
# KCNK9 block – blocks the human KCNK9 two-pore domain potassium channel; Q9NPC2; HEK293 KCNK9, FluxOR thallium flux fluorescence; hits give low values; B-score at 10 µM; actives 1.2% (n = 310,000); AID 488922;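 active = ratio B-score over 3 SD below the library mean, with starting fluorescence within 5 SD of its mean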;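 also: negative B-score means less thallium flux so channel inhibition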
# RGS4 act – potentiators or activators of RGS4 | HEK293 M3R/inducible RGS4, carbachol calcium flux Fluo4; hits give low values | B-score at 10 µM | actives 0.92% (n = 310,000);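 active = B-score of the integrated calcium signal more than 4 SD below the library mean, with starting fluorescence not abnormally high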;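 also: negative B-score means reduced calcium response which marks RGS4 activation or potentiation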
#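 Material: M3R-expressing HEK293 line, RGS4 induced by doxycycline | Schedule: Overnight RGS4 induction, 30 min dye load 37 °C, 20 min compound RT | Measured by: Fluo4 fluorescence kinetic imaging of calcium | Read-out: Integrated calcium ratio converted to B score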
# hERG protect – compounds protecting human hERG from proarrhythmic drug block; Q12809; CHO-hERG, FluxOR thallium flux, dofetilide IC70 present; activation (rescue from dofetilide block), less the hit threshold, % at 10 µM; actives 0.51% (n = 310,000);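 active = activation above the mean of controls blocked by dofetilide plus 5 SD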;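 also: thallium influx through hERG after potassium depolarization seen as dye fluorescence rise; in these data hits start at about 4.7%; inactives centre near -7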
# RGS4 block – inhibitors of human RGS4. actives 0.45% (n = 310,000). B-score at 10 µM. HEK293 M3R/RGS4 inducible, Fluo-4 calcium flux; hits give high values; triggered by carbachol at its EC20. P49798;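 active = B-score, a plate-corrected calcium signal, over three deviations above library mean, with baseline fluorescence within five deviations of library mean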;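 also: RGS4 expression induced by doxycycline in cells with stable M3 receptor; B-score is computed from the integrated fluorescence ratio over baseline after carbachol; higher B-score means a larger calcium signal and so more RGS4 inhibition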
# Target sequence (P49798 whole entry, looked up): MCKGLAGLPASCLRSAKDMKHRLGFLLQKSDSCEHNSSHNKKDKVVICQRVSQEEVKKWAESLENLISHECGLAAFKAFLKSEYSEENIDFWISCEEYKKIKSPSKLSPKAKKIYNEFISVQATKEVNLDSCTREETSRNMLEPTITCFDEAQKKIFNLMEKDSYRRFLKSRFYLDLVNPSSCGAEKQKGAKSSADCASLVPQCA
# KCNQ1 pot – potentiates or activates the human KCNQ1 potassium channel. actives 0.35% (n = 310,000). B-score at 10 µM. AID 2648. CHO-K1 KCNQ1, thallium flux FluxOR fluorescence; hits give high values. P51787;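 active = fluorescence ratio B-score, a plate-corrected score, at least three library SD, with initial intensity B-score within 5 SD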
#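 Schedule – 37 °C overnight plating, 90-min dark dye load, 20-min compound pretreatment · System – stable KCNQ1 CHO-K1 line · Probe or stimulus – thallium- and potassium-containing depolarizing buffer · Measured by – kinetic FluxOR fluorescence, 10 s baseline plus 110 s post-stimulus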
# KCNQ1 block – inhibitors of human KCNQ1 potassium channel. P51787. CHO-K1 KCNQ1, FluxOR thallium flux fluorescence; hits give high values. B-score at 10 µM. actives 1.3% (n = 310,000);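 active = compounds whose thallium flux B-score, printed positive for inhibition, exceeds three library SD while starting fluorescence stays within three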;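 also: channel opened by potassium depolarization with thallium stimulus after 20 min compound exposure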
# TMEM16A inh – inhibitors of mouse TMEM16A calcium-activated chloride channel | HEK293 TMEM16A/YFP iodide influx fluorescence, ionomycin | normalized B-score (activity score, 25-100; higher = stronger inhibition) at 10 µM | actives 1.2% (n = 310,000);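 active = ratio plate-corrected score three or more library SD toward inhibition, starting fluorescence score within five deviations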;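 also: score derived from kinetic fluorescence span divided by baseline fluorescence per well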
# ANO1 activ – activators or potentiators of mouse TMEM16A chloride channel; Q8BHY3; HEK293 TMEM16A/YFP-H148Q/I152L, iodide quench fluorescence; hits give low values; B-score at 10 µM; actives 0.3% (n = 340,000);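 active = fluorescence-ratio B-score plate-corrected deviation score at least 3 library SD below zero, with starting fluorescence score within 5 deviations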;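 also: channel opened by trigger with iodide after compound preincubation; score built on the fluorescence ratio of max minus min over baseline; more negative score means more quench and so TMEM16A activation or potentiation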
# HDAC3 inh – inhibitors of human histone deacetylase 3 | recombinant HDAC3, fluorogenic peptide/trypsin coupled, fluorescence | inhibition, % at 8.3 µM | actives 0.15% (n = 320,000) | AID 2718; in the data active = inhibition above about 26%, passing the limit was not always enough; inconclusive = no clear call, values can overlap the other calls
# Target sequence (O15379 whole entry, looked up): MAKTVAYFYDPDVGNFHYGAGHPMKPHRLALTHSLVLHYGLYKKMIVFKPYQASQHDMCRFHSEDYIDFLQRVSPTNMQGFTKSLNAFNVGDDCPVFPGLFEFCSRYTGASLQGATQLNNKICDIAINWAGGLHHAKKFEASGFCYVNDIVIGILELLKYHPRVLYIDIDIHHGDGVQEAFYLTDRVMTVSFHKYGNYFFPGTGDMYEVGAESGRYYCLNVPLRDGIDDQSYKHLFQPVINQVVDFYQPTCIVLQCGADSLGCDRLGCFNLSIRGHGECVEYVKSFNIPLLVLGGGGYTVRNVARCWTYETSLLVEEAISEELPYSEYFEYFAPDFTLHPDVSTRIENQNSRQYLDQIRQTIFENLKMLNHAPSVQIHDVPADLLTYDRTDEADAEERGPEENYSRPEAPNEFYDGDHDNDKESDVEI
# The depositor's hits bear a star; i = inactive; ? = inconclusive; . = not tested or not shown.
# The first 3 records, ahead of the listing:
SMILES,KCNK3 block,SKKanGAS inh,KCNK9 block,RGS4 act,hERG protect,RGS4 block,KCNQ1 pot,KCNQ1 block,TMEM16A inh,ANO1 activ,HDAC3 inh
CCOC(=O)C[C@H]1c2cc(C(F)(F)F)ccc2S(=O)(=O)N1C(C)C,i,-1,i,i,1,i,i,i,i,i,0
Cc1cc(Br)c(NC(=O)c2ccccc2[N+](=O)[O-])cc1C,i,-6,i,i,-7,i,i,i,i,i,-2
CCOC(=O)CNC(=O)Nc1ccccc1C(=O)OC,i,-3,i,i,-7,i,i,i,i,.,-14

# Main list, previewed entries included:
SMILES,KCNK3 block,SKKanGAS inh,KCNK9 block,RGS4 act,hERG protect,RGS4 block,KCNQ1 pot,KCNQ1 block,TMEM16A inh,ANO1 activ,HDAC3 inh
CCOC(=O)C[C@H]1c2cc(C(F)(F)F)ccc2S(=O)(=O)N1C(C)C,i,-1,i,i,1,i,i,i,i,i,0
Cc1cc(Br)c(NC(=O)c2ccccc2[N+](=O)[O-])cc1C,i,-6,i,i,-7,i,i,i,i,i,-2
CCOC(=O)CNC(=O)Nc1ccccc1C(=O)OC,i,-3,i,i,-7,i,i,i,i,.,-14
CCN(CC)C(=O)CSc1nc2cc3c(cc2c(=O)n1Cc1ccco1)OCO3,i,2,i,i,-3,i,i,i,i,i,0
CCOC(=O)CNC(=S)N(CCCN1CCCCCC1)Cc1cccs1,i,-26,i,i,-7,i,i,i,i,i,10
O=C1c2ccccc2NC(c2c(Cl)cccc2Cl)N1Cc1ccccc1 (stereo not given),i,-1,i,i,-3,i,i,i,i,i,-19
Cc1cc(C)nc(SCC(=O)NC2=NN=C(c3ccc(Br)cc3)CS2)n1,i,99*,i,i,-9,i,i,i,i,i,14
Cc1ccc(C)c(CN2CCC(CNC(=O)Nc3ccc(Br)cc3F)CC2)c1,i,15,i,i,-13,i,i,i,i,i,-1
COc1ccc(-c2nc3ccc(C(=O)NCC(OC)OC)cc3nc2-c2ccc(OC)cc2)cc1,i,-3,i,i,-29,i,i,i,i,i,-11
COc1ccc(C(=O)NC(Nc2ccc(C)cc2)C(Cl)(Cl)Cl)cc1 (stereo not given),i,5,i,i,-5,i,i,i,i,i,7
CCCCNC(=O)OC(C)CNC(=O)Oc1cccc(C)c1 (stereo not given),i,2,i,i,4,i,i,i,i,i,3
O=C(NCc1ccncc1)c1ccc(OCc2ccccc2)cc1,i,-9,i,i,-3,i,i,i,i,i,1
CCOC(=O)c1c(NC(=O)C2CCCO2)sc2c1CCC2 (stereo not given),i,7,i,i,-3,i,i,i,i,i,-4
Cc1cc(CN2CCC(N3CCC(C(=O)NC4CC4)CC3)CC2)cc(C)c1O,i,1,i,i,-9,i,i,i,i,i,-2
CN(C)CCCN(C(=O)c1cccc(N2C(=O)CCC2=O)c1)c1nc2cc3c(cc2s1)OCO3,i,-14,i,i,-11,i,i,i,i,i,2
O=C(COc1ccc(Cc2ccccc2)cc1)c1ccc(F)cc1,i,-3,i,i,-2,i,i,i,i,i,2
CN(CC(=O)Nc1ccccc1Cl)C(=O)c1cc(=O)[nH]c2ccccc12,i,5,i,i,-16,i,i,i,i,i,-2
COc1cccc(-c2cc(C(=O)Nc3cnn(Cc4ccccc4C)c3)no2)c1,i,-5,i,i,-8,i,i,i,i,i,-10
O=C(c1cccc(F)c1)N1CCc2ccccc21,i,-3,i,i,-9,i,i,i,i,i,?
COc1ccc(NC(=O)CSc2nccn2-c2ccccc2)c(OC)c1,i,-5,i,i,-7,i,i,i,i,i,1
O=C(NCCc1ccc(F)cc1)C1CCCO1 (stereo not given),i,3,i,i,-3,i,i,i,i,i,-10
CC(C)c1ccc(NC(=O)COC(=O)c2c[nH]c(=O)[nH]c2=O)cc1,i,-1,i,i,-3,i,i,i,i,i,-1
O=C(c1ccco1)N1CCN(C(=O)c2cnn(-c3ccc(Cl)cc3)c2C2CCNCC2)CC1,i,-6,i,i,-8,i,i,i,i,i,2
O=C1CN(C(=O)/C=C/c2cccc(Cl)c2)c2ccccc2N1,i,-15,i,i,-7,i,i,i,i,i,0
CN(Cc1ccccn1)C(=O)C1CCC(=O)N(Cc2cccc(F)c2)C1 (stereo not given),i,-4,i,i,-3,i,i,i,i,i,0
Cc1ccc(OC(=O)c2ccc(N3CCOCC3)c([N+](=O)[O-])c2)cc1,i,-5,i,i,-9,i,i,i,i,i,9
C(=N\n1cnnc1)/c1ccccn1,i,3,i,i,-12,i,i,i,i,i,1
CC(=O)Oc1ccc2cc(-c3ccccc3)c(=O)oc2c1,i,-1,i,i,-2,i,i,i,i,i,-18
COc1ccc2[nH]c(C)c(C(=O)CN3CCOCC3)c2c1,i,1,i,i,-10,i,i,i,i,i,-12
Cc1ccc(C)c(N2CCN(CCCNC(=O)Cn3cc4c(n3)CCCCC4)CC2)c1,i,-2,i,i,-9,i,i,i,i,i,1
CCc1c(C)sc(NC(=O)c2cc(-c3cc(OC)ccc3OC)on2)c1C#N,i,1,i,i,-13,i,i,i,i,i,-8
COc1cc(/C=C(/NC(=O)c2ccccc2)C(=O)N2CCOCC2)c([N+](=O)[O-])cc1OC,i,2,i,i,-4,i,i,i,i,i,15
N#CCSc1ccc(-c2nc3ccccc3[nH]2)cn1,i,4,i,i,-19,i,i,i,i,i,2
O=C(Cc1cn2ccsc2n1)Nc1nc2c(s1)CCCC2,i,5,i,i,-1,i,i,i,i,i,2
COc1ccc(S(=O)(=O)CCc2nnc(NC(=O)c3cccs3)s2)cc1,i,10,i,i,-9,i,i,i,i,i,-7
CCn1c(SCC(=O)N2CCC(C)CC2)nnc1-c1ccco1,i,-7,i,i,-3,i,i,i,i,i,-1
Cc1ccc(/C([O-])=C(/C(=S)NCc2ccco2)[n+]2ccccc2)cc1[N+](=O)[O-],i,-12,i,i,-12,i,i,i,i,i,0
CCOc1ccccc1CNC(=O)c1ccc(Sc2ccc(Cl)cc2)c(NC(C)=O)c1,i,3,i,i,-6,i,i,i,i,i,7
CC(NC(=O)Cc1ccsc1)c1ccc(Cl)cc1Cl (stereo not given),i,-1,i,i,-1,i,i,i,i,i,1
CCOC(=O)Cc1csc(NC(=O)Cc2ccccc2[N+](=O)[O-])n1,i,-9,i,i,-7,i,i,i,i,i,-5
O=S(=O)(Nc1ccon1)c1cc(Cl)ccc1Cl,i,3,i,i,-6,i,i,i,i,i,8
CCC(Cc1ccccc1)NC(=O)CSc1ccsc1[N+](=O)[O-] (stereo not given),i,5,i,i,-11,i,i,i,i,i,0
CCOCCn1c(SC(C)C(C)=O)nc2c1c(=O)[nH]c(=O)n2C (stereo not given),i,3,i,i,-9,i,i,i,i,i,-4
CCn1c(=O)c2c(nc(SCc3ccccn3)n2C)n(C)c1=O,i,0,i,i,-2,i,i,i,.,i,.
O=C(Nc1ccccc1)C1=C[C@@H](C2CC2)C[C@@H](OCc2ccc(CO)cc2)O1,i,-5,i,i,-9,i,i,i,i,i,20
NC(=O)C1CCCN(C(=S)Nc2ccccc2)C1 (stereo not given),i,-2,i,i,-6,i,i,i,i,i,-4
COc1ccc(CCNc2nnc(C)c(=O)[nH]2)cc1OC,i,-1,i,i,-12,i,i,i,i,i,-3
Cc1ccc(SCC(=O)N2CCc3ccccc32)cc1,i,2,i,i,-2,i,i,i,i,i,0
O=C(c1nn(Cc2ccccc2)c(=O)c2ccccc12)N1CCc2ccccc2C1,i,24,i,-8.5*,-6,i,i,i,i,i,6
CCOc1ccc(CNCCCSc2ncccn2)cc1OC,i,10,i,i,-7,i,i,i,i,i,-1
# Later entries
SMILES,KCNK3 block,SKKanGAS inh,KCNK9 block,RGS4 act,hERG protect,RGS4 block,KCNQ1 pot,KCNQ1 block,TMEM16A inh,ANO1 activ,HDAC3 inh
FC(F)(F)Oc1ccc(Nc2nc(N3CCOCC3)nc(N3CCOCC3)n2)cc1,i,13,i,i,-12,i,i,i,i,i,2
OC1(c2ccccn2)COc2ccccc2O1 (stereo not given),i,9,i,i,1,i,i,i,i,i,1
Cc1c(C(=O)NCCCc2ccccc2)cccc1[N+](=O)[O-],i,-5,i,i,-2,i,i,i,i,i,-1
CCC(CC)NC(=O)Nc1ccccc1C,i,-13,i,i,-7,i,i,i,i,i,-3
COC(=O)c1[nH]c2ccc(F)cc2c1NC(=O)Nc1ccc(OC)cc1,i,1,i,i,-6,i,i,i,i,i,10
O=C1CC(Nc2ccc(N3CCOCC3)cc2)C(=O)N1c1cccc(C(F)(F)F)c1 (stereo not given),i,5,i,i,-6,i,i,i,i,i,1
O=C(O)c1ccccc1C(=O)Nc1ccc(-c2csc(-c3ccccc3)n2)cc1,i,1,i,i,-18,i,i,i,i,i,2
O=C(C1CC1)N1CCN(c2ccc([N+](=O)[O-])cc2)CC1,i,-2,i,i,-6,i,i,i,i,i,-2
COc1cccc(CNC(=O)CCNS(=O)(=O)c2ccc(Br)s2)c1,i,1,i,i,-4,i,i,i,i,i,2
CC(C)C12CN(C(=O)c3ccccc3[N+](=O)[O-])CC(C(C)C)(CN(C(=O)c3ccccc3[N+](=O)[O-])C1)C2=O,i,1,i,i,-4,i,i,i,i,i,2
c1ccc(CN2CCC(Nc3nc(-c4cccs4)nc4ccccc34)CC2)cc1,-10*,-5,i,i,-41,i,i,i,i,i,17
CCOC(=O)N1CCN(C(=O)CS(=O)(=O)c2cn(Cc3cccc(F)c3)c3ccccc23)CC1,i,-10,i,i,-7,i,i,i,i,i,.
CCn1c(SCC(=O)c2cc(C)n(C)c2C)nnc1-c1ccccc1,i,-3,i,i,-4,i,i,i,i,i,1
Cn1ncc2c1ncn1nc(CCc3ccccc3)nc21,i,-2,i,i,4,i,i,i,i,i,-2
O=C(O)c1ccc(-c2nc(-c3ccc(Cl)cc3Cl)cs2)cc1,i,-7,i,i,1,i,i,i,i,i,-1
COc1ccc(C2c3sc(=O)[nH]c3SC3C4CCC(C4)C23)cc1 (stereo not given),i,-1,i,i,-2,i,i,i,i,i,4
CC(=O)c1c(C(C)=O)c(C)n(-c2nc(-c3ccc(C)c(C)c3)c(C)s2)c1C,i,3,i,i,-5,i,i,i,i,i,3
COc1cc(CN(C)CC2CCCN(CCc3cccc(C(F)(F)F)c3)C2)ccc1O (stereo not given),i,8,i,i,-7,i,i,i,i,i,-1
O=C(CCS(=O)(=O)Cc1ccccc1)NC1CCCCC1,i,.,i,i,-6,i,i,i,i,i,1

# High-throughput results: PubChem BioAssay, several laboratories
